Screens as filed in PubChem.
sEH act: activators of human soluble epoxide hydrolase; P34913; purified human sEH enzymatic activity, activator screen; activation, % at 2 µM; 91,000 tested, 0.04% active; in the data active means activation above about 37%; further: values of inactives mirror those of a sister screen read the other way
Target sequence (P34913 whole entry, looked up): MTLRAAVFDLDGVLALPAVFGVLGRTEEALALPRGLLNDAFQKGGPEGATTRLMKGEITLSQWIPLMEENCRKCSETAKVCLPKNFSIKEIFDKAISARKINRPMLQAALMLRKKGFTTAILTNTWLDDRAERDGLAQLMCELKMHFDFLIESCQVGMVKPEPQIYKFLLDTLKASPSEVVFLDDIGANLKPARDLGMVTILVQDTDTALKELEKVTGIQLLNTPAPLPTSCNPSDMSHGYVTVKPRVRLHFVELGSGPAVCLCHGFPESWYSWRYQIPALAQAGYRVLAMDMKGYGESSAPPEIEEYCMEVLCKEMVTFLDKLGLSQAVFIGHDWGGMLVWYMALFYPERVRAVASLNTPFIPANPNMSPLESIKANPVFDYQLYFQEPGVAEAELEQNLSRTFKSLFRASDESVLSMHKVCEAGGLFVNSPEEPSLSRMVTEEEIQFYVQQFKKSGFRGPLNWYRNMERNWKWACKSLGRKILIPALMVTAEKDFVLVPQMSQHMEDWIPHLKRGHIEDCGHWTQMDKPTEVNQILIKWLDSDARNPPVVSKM
PTPN22 act: LYP (human) phosphatase activation. recombinant LYP, DiFMUP fluorescence; 0 = plate median, 100 = signal doubled. activation, % at 2 µM. 96,000 tested, 0.11% active;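 active means activation at 2 µM above a set limit, the mean plus 5 SD, cut at about 37% in these data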
H69AR growth 86K: blocks growth of human H69AR lung tumor cells; 85,000 tested, 6% active; viability, % at 10 µM; H69AR lung tumor viability, ATP luminescence, 72 h; active compounds read low;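 active means viability at or below 40%; inactive means viability above 40%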;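 further: multidrug resistant small cell line overexpressing MRP-1 efflux transporter; 100% = mean luminescence of untreated control wells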
PostGolgi ctrl: inhibits growth of the yeast control strain | 98,000 tested, 5% active | efflux-deficient yeast background strain, growth absorbance A615, 16 h | inhibition, % at 10 µM; in the data active means inhibition above about 30%
HUVEC prolif 384: inhibitors of human endothelial cell proliferation | HUVEC proliferation, CellTiter-Glo luminescence, 72 h; active compounds read low | viability, % at 10 µM (by protocol) | 86,000 tested, 1.1% active;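 active means viability at or below 30%; inactive means viability above 30%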;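 further: 100% = median luminescence of DMSO-only cell control wells on each plate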
S1P2 agonist: activates the human S1P2 receptor; O95136; S1P2-expressing cell line, agonist reporter read-out; activation, % at 4.5 µM; 97,000 tested, 0.46% active; AID 729; in the data active means activation above about 16%;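 further: 0% = vehicle low control and 100% = maximal reference agonist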
Target sequence (O95136 whole entry, looked up): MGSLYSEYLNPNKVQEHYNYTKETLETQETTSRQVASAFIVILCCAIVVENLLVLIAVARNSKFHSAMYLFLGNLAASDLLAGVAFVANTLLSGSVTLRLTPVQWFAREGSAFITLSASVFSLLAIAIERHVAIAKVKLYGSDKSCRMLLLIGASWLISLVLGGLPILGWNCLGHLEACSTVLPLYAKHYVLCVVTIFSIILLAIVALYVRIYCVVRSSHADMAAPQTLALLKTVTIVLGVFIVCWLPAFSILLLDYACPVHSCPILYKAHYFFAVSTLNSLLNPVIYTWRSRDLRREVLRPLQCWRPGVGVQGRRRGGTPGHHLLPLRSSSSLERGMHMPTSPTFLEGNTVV
S1P2 antag: S1P2 (human) receptor antagonism | 97,000 tested, 0.21% active | AID 736 | inhibition, % at 5 µM | cell-based S1P2 antagonist assay, inhibition at 5 uM | O95136; in the data active means inhibition above about 45%;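 further: CRE beta-lactamase reporter cells expressing human S1P2 stimulated with S1P; 0% = agonist at EC80 alone and 100% = agonist plus reference antagonist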
Fibroblast inh: blocks proliferation of human lung fibroblasts | AID 719 | LL 47 human lung fibroblast viability, ATP luminescence; active compounds read low | viability, % at 10 µM | 85,000 tested, 1.1% active;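 active means viability at or below 50% in the single dose screen; inactive means viability above 50%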;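 further: compound exposure lasted 72 h before the ATP readout; 100% = median luminescence of untreated cell-only wells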
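Material: human lung fibroblast line LL 47, low passage; Evaluation: viability percentage against median untreated-cell control; Buffer or medium: 15% FBS in IMEM; Incubation: 72 h compound exposure at 37 °C after overnight plating; Dosing: 0.1% DMSO in all compound wells; Measured by: CellTiter-Glo luminescence.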
sEH inhibitor: blocks human soluble epoxide hydrolase activity. P34913. recombinant human sEH enzymatic activity assay. inhibition, % at 2 µM. 91,000 tested, 0.34% active. AID 707; in the data active means inhibition above about 80%; further: values of inactives mirror those of a sister screen read the other way; many of its hits are not listed in these tables
The depositor's hits bear a star; . = not tested or not shown. Not all compounds are listed, so the mix of outcomes need not match the whole.

SMILES | sEH act | PTPN22 act | H69AR growth 86K | PostGolgi ctrl | HUVEC prolif 384 | S1P2 agonist | S1P2 antag | Fibroblast inh | sEH inhibitor
CNc1ccc(/C=C2\COc3ccccc3C2=O)cc1[N+](=O)[O-] | -8 | 4 | 16* | 12 | 74 | -6 | 9 | 96 | 9
CCOc1cccc(C(=O)NC(=S)Nc2ccc(N3CCCC3)cc2)c1 | 7 | -3 | . | 7 | . | -9 | 18 | . | -8
Cc1nnc2sc(-c3ccccn3)nn12 | . | . | 87 | 6 | 94 | . | . | 102 | .
COc1cccc2cc(-c3nnc(SCC(=O)NCCc4ccccc4)n3C)oc12 | -6 | 4 | 83 | 3 | 86 | -7 | -6 | 101 | 8
O=C(NCCOC(=O)c1ccccc1C(=O)OCCNC(=O)c1cccnc1)c1cccnc1 | -6 | -7 | 90 | 5 | 98 | -9 | 18 | 102 | 4
CNCCCOc1ccc(C(C)(C)c2ccccc2)cc1 | 12 | -1 | 9.9* | 6 | 86 | -2 | -4 | 92 | -9
CCOC(=O)c1c(NC(=O)CN2CCOCC2)sc2c1CC(C)(C)OC2 | . | 2 | 61 | 8 | 99 | 0 | -12 | 87 | .
O=C1CCC(C(=O)OCC(=O)C23CC4CC(CC(C4)C2)C3)N1 (configuration not stated) | 2 | -4 | 94 | 10 | 92 | 2 | 4 | 92 | -2
COCc1[nH][nH]c(=O)c1C=Nc1ccc(Oc2ccccc2)cc1 | -10 | -6 | 55 | -5 | 68 | -2 | -1 | 96 | 9
NC1C2CN(c3nc4c(cc3F)c(=O)c(C(=O)O)cn4-c3ccc(F)cc3F)CC12 (configuration not stated) | -9 | -21 | . | 1 | . | -7 | 27 | . | 10
CCOC(=O)c1cccc(NC(=O)CCS(=O)(=O)c2cccs2)c1 | . | . | 100 | 2 | 89 | . | . | 99 | .
COC(=O)C(Cc1c[nH]c2ccccc12)NC(=O)C(C)C (configuration not stated) | 1 | 3 | 84 | 4 | 107 | -8 | -2 | 95 | 2
COc1ccc(CCNC(=O)CCn2c(=O)[nH]c3cc(OC)c(OC)cc3c2=O)cc1OC | 4 | -4 | 83 | 14 | 107 | -4 | -13 | 109 | -4
Cc1ccc(CCN2CC(C(=O)NCCCN3CCN(C)CC3)CC2=O)cc1 (configuration not stated) | 3 | 0 | 94 | -3 | 104 | -3 | 5 | 108 | -4
Cc1ccc(CNn2cnnc2SCc2ccc(F)cc2)cc1 | 11 | 0 | 85 | . | 89 | -4 | -18 | 95 | -10
CC(=O)c1cccc(NC(=O)COc2nsnc2N2CCOCC2)c1 | -4 | -1 | 84 | 1 | 93 | -10 | 6 | 101 | 3
Cc1nc2nc(CSc3nc4ccccc4s3)cc(=O)n2[nH]1 | . | -1 | 86 | 15 | 82 | -2 | 8 | 91 | .
CCOC(=O)c1oc2cc(O)ccc2c(=O)c1-c1ccc(OC)cc1 | -14 | 3 | 74 | 11 | 112 | -2 | 4 | 102 | 14
Cc1ccc(C)c(NC(=O)c2nnn(Cc3ccccc3)c2N)c1 | 5 | 2 | 113 | 26 | 85 | -6 | 12 | 85 | -7
CCCC(=O)Nc1nnc(CCN2CCCCC2)s1 | 8 | 5 | 99 | 17 | 91 | -3 | 13 | 94 | -6
COC(=O)c1sccc1N/N=C(\C)c1ccc(F)c(Cl)c1 | -5 | 6 | 86 | -4 | 77 | -5 | -14 | 93 | 4
Nc1nnc(CC(=O)N2CCCCC2)s1 | 9 | 5 | 105 | 8 | 108 | -1 | -8 | 95 | -9
CC(C)n1cc(/C=C(\C#N)S(=O)(=O)c2ccccc2)c2ccccc21 | -1 | -7 | 34* | 36* | 86 | 2 | 12 | 92 | 5
CCOC(=O)c1[nH]c(C)c(C(=O)NCc2ccccn2)c1C | 8 | -2 | 89 | 5 | 95 | 10 | -22 | 96 | -8
O=C(O)CCCC(=O)Nc1ccc(Br)cc1 | -5 | 1 | . | 1 | . | -8 | -1 | . | 4
CCOc1ccc(N(CC(=O)NC2CCCCC2)C(=O)CNC(=O)c2ccco2)cc1 | -13 | -9 | 93 | . | 93 | -6 | 2 | 104 | 14
CN(C)S(=O)(=O)c1ccc(/C(O)=C2/C(=O)C(=O)N(Cc3cccnc3)C2c2ccncc2)cc1 (configuration not stated) | 0 | -1 | . | 4 | . | 3 | 21 | . | 0
CCC1Oc2ccc(C)cc2N(CC(=O)NCCN2C(C)CCCC2C)C1=O (configuration not stated) | . | . | 85 | -7 | 97 | . | . | 98 | .
Nn1c(-c2ccccc2Cl)nnc1-c1ccccc1Cl | 4 | -8 | 96 | . | 43 | -6 | -6 | 91 | 1
COc1ccc(CC(C(=O)Nc2cccc(F)c2)c2nn[nH]n2)c(OC)c1 (configuration not stated) | -2 | 0 | 94 | 16 | 90 | -3 | 6 | 100 | 5
Cn1c(Cn2c(=O)sc3ccccc32)nnc1SCC(=O)Nc1ccc2c(c1)OCO2 | . | . | 68 | 0 | 97 | . | . | 96 | .
O=C(CCNS(=O)(=O)c1ccc2c(c1)CCC(=O)N2)NCc1cccnc1 | -7 | 5 | 112 | -3 | 95 | -3 | -7 | 98 | 8
COc1cccc(C2c3c(oc4ccccc4c3=O)C(=O)N2CCCN(C)C)c1OC (configuration not stated) | 5 | -15 | . | 10 | 94 | -5 | -15 | 89 | -3
CC(=O)C1=NOC(CNC(=O)c2c(-c3ccccc3Cl)noc2C)C1 (configuration not stated) | -4 | 26 | . | -2 | . | -5 | 3 | . | 3
c1ccc2c(CN3CCOCC3)c3ccccc3c(CN3CCOCC3)c2c1 | 4 | 5 | . | 6 | . | -8 | 11 | . | -3
Cc1ccc(C(=O)Cn2c(N3CCOCC3)nc3c2c(=O)n(C)c(=O)n3C)cc1 | 5 | -14 | 77 | 6 | 100 | -3 | 8 | 104 | -4
Cc1cc(-c2nc3ccccc3o2)c2ccccc2n1 | 8 | 4 | 57 | 25 | 87 | -7 | -14 | . | -8
CCOC(=O)c1[nH]c2ccc(OC)cc2c1NC(=O)CN1CCC2(CC1)OCCO2 | 0 | -1 | 73 | 14 | 98 | -1 | 15 | 109 | 0
O=c1c(C(c2ccc(O)cc2)c2c(O)nc3n(c2=O)CCS3)c(O)nc2n1CCS2 | -8 | 6 | . | 17 | . | -3 | 5 | . | 9
COc1cccc(NC(=O)COc2ccccc2C(N)=O)c1 | 3 | 1 | 85 | 6 | 99 | 0 | -7 | 108 | 0
O=C(NCc1ccccc1)c1ccc(=O)[nH]n1 | . | . | 96 | 8 | 103 | . | . | 97 | .
CC(=O)c1c(C)nc2ccc(Cl)cn12 | 0 | -13 | 93 | -6 | 94 | -3 | 2 | 99 | -1
Cc1ccnc(NC(=O)COC(=O)C2COc3ccccc3O2)n1 (configuration not stated) | 4 | -7 | 103 | 4 | 89 | -10 | 5 | 91 | -6
CCC(C)NC(=O)CSc1nc(-c2cccs2)cc(C(F)(F)F)n1 (configuration not stated) | -11 | -8 | . | 4 | . | -8 | 5 | . | 9
CCC(=O)N1CCc2cc(S(=O)(=O)CCC(=O)Nc3ccc(F)c(F)c3)ccc21 | -2 | 4 | 85 | 9 | 102 | -2 | -3 | 99 | 2
CCC(c1nc2ccccc2c(=O)n1CCCn1ccnc1)N1C(=O)c2ccccc2C1=O (configuration not stated) | 11 | 1 | 83 | 12 | 94 | -4 | 8 | 98 | -14
C=C(C)CSc1nnc(-c2ccc(C)cc2)n1N | 3 | -3 | 99 | 8 | 94 | 1 | -16 | 102 | 0
CCCn1c(N)c(C(=O)CSc2nnnn2-c2ccc(O)cc2)c(=O)n(C)c1=O | 16 | 1 | 96 | 30 | 94 | 0 | -12 | 92 | -14
O=C1CC(SC(=NCc2ccc3c(c2)OCO3)Nc2ccccc2)C(=O)N1 (configuration not stated) | 3 | -3 | 90 | 4 | 97 | -2 | -2 | 108 | -4
O=C1CC(Cc2ccc(Cl)cc2)C(=O)N1c1ccncc1 (configuration not stated) | 6 | -4 | 94 | . | 96 | -3 | -5 | 103 | -4
Cc1cccc(Nc2nn3c(=O)c4ccccc4nc3s2)c1 | -15 | -16 | 105 | 4 | 97 | -9 | -3 | 107 | 16
O=C(NCC1CCCO1)/C(=C\c1ccc(Cl)cc1)NC(=O)c1ccccc1 (configuration not stated) | -3 | -5 | . | 4 | . | -4 | 1 | . | 4
O=C(Nc1nc(-c2ccccc2)cs1)c1cccc([N+](=O)[O-])c1 | 6 | -2 | . | 20 | . | -3 | 27 | . | -7
Cc1ccc(Cn2c(SCCN3CCCCC3)nc3c2c(=O)[nH]c(=O)n3C)cc1 | 4 | -2 | 81 | -4 | 92 | -2 | 10 | 92 | -4
CCCC(=O)N1CC2(C)CN(C(=O)CCC)CC(CCC)(C1)C2=O | -1 | -7 | 90 | 1 | 114 | -2 | -1 | 98 | 2
Cc1cccc(-n2c(N)c(C(=O)N3CCN(C)CC3)sc2=S)c1 | -4 | -2 | 94 | 5 | 109 | -4 | -1 | 99 | 3
COC(=O)c1c(NC(=O)CSc2nnnn2-c2ccccc2)sc2c1CCC(C)C2 (configuration not stated) | 8 | -14 | 56 | 10 | 100 | -4 | 13 | 95 | -6
CCN(Cc1ccccc1)C(=O)c1ccccc1C | -2 | 27 | 86 | -13 | 82 | -1 | -8 | 91 | 4
CCC1(C)Cc2c(sc3nc4n(c(=O)c23)CCCS4)CO1 (configuration not stated) | -1 | -8 | 93 | . | 101 | -2 | -50 | 102 | 3
Cc1ccn(CC(=O)O)c(=O)c1 | -7 | 18 | 91 | 1 | 93 | -2 | 18 | 94 | 6

A stretch from further up:
SMILES | sEH act | PTPN22 act | H69AR growth 86K | PostGolgi ctrl | HUVEC prolif 384 | S1P2 agonist | S1P2 antag | Fibroblast inh | sEH inhibitor
O=C(NCC1CCCO1)/C(=C\c1ccc(Cl)cc1)NC(=O)c1ccccc1 (configuration not stated) | -3 | -5 | . | 4 | . | -4 | 1 | . | 4
O=C(Nc1nc(-c2ccccc2)cs1)c1cccc([N+](=O)[O-])c1 | 6 | -2 | . | 20 | . | -3 | 27 | . | -7
Cc1ccc(Cn2c(SCCN3CCCCC3)nc3c2c(=O)[nH]c(=O)n3C)cc1 | 4 | -2 | 81 | -4 | 92 | -2 | 10 | 92 | -4
CCCC(=O)N1CC2(C)CN(C(=O)CCC)CC(CCC)(C1)C2=O | -1 | -7 | 90 | 1 | 114 | -2 | -1 | 98 | 2
Cc1cccc(-n2c(N)c(C(=O)N3CCN(C)CC3)sc2=S)c1 | -4 | -2 | 94 | 5 | 109 | -4 | -1 | 99 | 3
COC(=O)c1c(NC(=O)CSc2nnnn2-c2ccccc2)sc2c1CCC(C)C2 (configuration not stated) | 8 | -14 | 56 | 10 | 100 | -4 | 13 | 95 | -6
CCN(Cc1ccccc1)C(=O)c1ccccc1C | -2 | 27 | 86 | -13 | 82 | -1 | -8 | 91 | 4
CCC1(C)Cc2c(sc3nc4n(c(=O)c23)CCCS4)CO1 (configuration not stated) | -1 | -8 | 93 | . | 101 | -2 | -50 | 102 | 3
Cc1ccn(CC(=O)O)c(=O)c1 | -7 | 18 | 91 | 1 | 93 | -2 | 18 | 94 | 6

Further structures follow.
SMILES | sEH act | PTPN22 act | H69AR growth 86K | PostGolgi ctrl | HUVEC prolif 384 | S1P2 agonist | S1P2 antag | Fibroblast inh | sEH inhibitor
CSc1nnc2c(n1)OC(c1cn(C)c3ccccc13)N(C(C)=O)c1ccccc1-2 (configuration not stated) | 3 | 8 | 85 | -3 | 91 | -1 | 5 | 87 | -5
Cc1ccc2cc(C)c(NCCO)nc2c1 | 2 | -1 | 92 | 0 | 96 | -6 | 20 | 108 | -1
Cc1ccnc(NS(=O)(=O)c2cccc3nsnc23)c1 | 3 | 7 | 89 | 1 | 96 | -5 | 28 | 99 | -1
O=C(Nc1ncc(Cc2ccc(SC(F)F)cc2)s1)c1ccccc1 | -4 | 0 | . | 9 | . | -4 | -24 | . | 3
CSCCC1NC(=O)N(CC(=O)Nc2cccc3ccccc23)C1=O (configuration not stated) | -13 | -10 | . | 16 | . | -4 | -5 | . | 12
